Akt phos inh: HTS Assay for Inhibitors of Akt Phophorylation: Primary Screen; AID 651550, 2012; activity change, % for hits at 50 µM; Neuro2A IGF-stimulated pAkt S473 HTRF, 20 min; stronger effect = lower value; hit rate 0.32% among 360,000; in the data active means activity change below about -80%; inconclusive means mostly about -51% to -80%; further: on the % scale 0 is the no-effect control and ±100 the full control effect
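Neuro2A cells in DMEM with 0.5% FBS, overnight at 37 deg C, given compound at single 50 µM final, then IGF (6 nM final) for 20 min at 37 deg C. Lysed; phospho-Akt Ser473 by HTRF after 24 h, 665/615 ratio.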
CCT chaperon mod: High-Throughput Screening for Modulators of Cytosolic Chaperonin Activity; activity change, % (no concentration beside the values), hits read low; AID 651819, 2012; purified chaperonin ATPase assay, HTRF ADP detection, 30 min; hit rate 0.3% among 360,000; in the data active means activity change below about -30%; further: on the % scale 0 is the no-effect control and ±100 the full control effect
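Enzyme 40 or 20 nM (batch-dependent) in Tris pH 7.4/KCl/MgCl2/DTT; cpd 76 uM single point; ATP 10 uM; 30 min 37 °C; Transcreener ADP HTRF detection, 30 min RT; ratio 665/615.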
EPAC2 agonist: qHTS for Agonist of cAMP-regulated guanine nucleotide exchange factor 4 (EPAC2): primary screen; Potency, µM (doses to about 154 µM), for the others: at the highest dose activation, hits mostly activators; AID 720711, 2013; EPAC2 activation, biochemical qHTS; response scale: 100% = 6.5 mM cAMP response; hit rate 0.079% among 360,000; further: potency means the concentration at half of the fitted maximal effect; nearly all actives have a fitted effect of over 50% in size
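In this primary screen, activation is scored as increased exchange of BODIPY-GDP from Rap1B by 100 nM EPAC2, with 50 uM GDP as competitor. Signal is normalized to the 6.5 mM cAMP agonist control.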
EPAC2 antag: qHTS for Antagonist of cAMP-regulated guanine nucleotide exchange factor 2 (EPAC2): primary screen; EPAC2 GEF exchange of Rap1B-BODIPY-GDP, fluorescence; Potency, µM (highest dose often 114 µM), for inactives: at the highest dose activity, negative = inhibition, hits mostly inhibitors; Rap guanine nucleotide exchange factor 4 (Homo sapiens), Q8WZA2; hit rate 0.18% among 360,000; further: potency means the concentration at half of the fitted maximal effect; on the % scale 0 is the no-effect control and ±100 the full control effect; nearly all actives have a fitted effect of over 45% in size; many of its hits are not listed in these tables
D3 antag: qHTS of D3 Dopamine Receptor Antagonist: qHTS; D(3) dopamine receptor (Homo sapiens), P35462; D3R cells, DiscoveRx beta-arrestin luminescence, antagonist mode; stronger effect = lower value; max response, negative = inhibition, %; hit rate 2.5% among 360,000; in the data active means max response below about -50%; inconclusive means no clear call, values can overlap the other calls; further: on the % scale 0 is the no-effect control and ±100 the full control effect; mostly tested at two doses, the higher about 12 µM
Target sequence (P35462 whole entry, looked up): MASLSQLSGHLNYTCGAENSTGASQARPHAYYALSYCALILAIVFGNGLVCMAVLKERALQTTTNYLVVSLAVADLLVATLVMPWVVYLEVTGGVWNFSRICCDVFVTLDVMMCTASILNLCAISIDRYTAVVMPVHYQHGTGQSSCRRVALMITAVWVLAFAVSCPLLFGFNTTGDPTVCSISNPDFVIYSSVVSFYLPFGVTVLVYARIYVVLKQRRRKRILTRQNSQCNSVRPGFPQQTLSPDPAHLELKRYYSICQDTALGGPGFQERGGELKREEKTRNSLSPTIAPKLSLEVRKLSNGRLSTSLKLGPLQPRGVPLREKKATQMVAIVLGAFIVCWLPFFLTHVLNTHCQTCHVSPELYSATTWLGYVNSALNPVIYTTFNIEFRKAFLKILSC
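Cells plated overnight at 1500 cells/well, then exposed to library compounds with dopamine controls for 90 minutes at 37 degrees C. DiscoveRx reagent added for 30–60 minutes at room temperature; luminescence read, quantitative HTS format.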
Mm-Cpn inhibitor: Inhibitors of TCP-1 ring complex (TRiC) of Methanococcus maripaludis (MmCpn): qHTS; AID 504842, 2011; Chaperonin Mm-Cpn (Methanococcus maripaludis); purified Mm-Cpn ATPase, ADP Transcreener TR-FRET; hit rate 0.031% among 330,000; Potency, µM (series often up to 76.9 µM), for inactives: at the top dose activity, negative = inhibition, usual class: inhibitors; further: potency means the concentration at half of the fitted maximal effect; on the % scale 0 is the no-effect control and ±100 the full control effect; nearly all actives have a fitted effect of over 80% in size
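TR-FRET (320 nm excitation; 590 and 665 nm emission) reports ADP made from 10 uM ATP by 25 nM enzyme; compounds were preincubated 10 min, reaction run 30 min, both at 37°C.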
PTHR1 ag: qHTS for PTHR1 Agonists: Primary Screen; HEK293 GP2 PTHR1 cells, GloSensor cAMP luminescence, 1 h; hit rate 0.075% among 410,000; Potency, µM (top dose mostly 115 µM), for inactives: at the top dose activation, hits mostly activators; AID 743266, 2014; Parathyroid hormone/parathyroid hormone-related peptide receptor (Homo sapiens), Q03431; further: potency means the concentration at half of the fitted maximal effect; nearly all actives have a fitted effect of over 55% in size; some results filed as inactive show a strong effect at the top dose; inactives centre near -15; many of its hits are not listed in these tables
Target sequence (Q03431 whole entry, looked up): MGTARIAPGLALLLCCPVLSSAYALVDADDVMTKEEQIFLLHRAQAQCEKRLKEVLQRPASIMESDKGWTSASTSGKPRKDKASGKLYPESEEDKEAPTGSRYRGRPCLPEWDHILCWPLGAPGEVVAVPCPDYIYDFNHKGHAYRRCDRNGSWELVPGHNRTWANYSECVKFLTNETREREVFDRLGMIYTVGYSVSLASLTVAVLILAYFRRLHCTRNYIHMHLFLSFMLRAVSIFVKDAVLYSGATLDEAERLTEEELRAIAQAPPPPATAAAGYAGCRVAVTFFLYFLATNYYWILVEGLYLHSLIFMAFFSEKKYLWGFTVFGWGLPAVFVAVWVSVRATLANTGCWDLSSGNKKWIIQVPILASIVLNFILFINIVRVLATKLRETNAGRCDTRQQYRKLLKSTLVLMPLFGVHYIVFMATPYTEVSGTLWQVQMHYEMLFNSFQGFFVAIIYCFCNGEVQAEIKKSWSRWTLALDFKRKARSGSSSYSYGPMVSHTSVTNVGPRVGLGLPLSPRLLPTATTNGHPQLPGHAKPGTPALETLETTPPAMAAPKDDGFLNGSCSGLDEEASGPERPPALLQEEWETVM
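HEK-293-derived GP2 cells expressing PTHR1 and a GloSensor cAMP reporter, 3,000/well, plated overnight, given luciferin plus IBMX (each 0.5 mM as added) for 1 h at 37 °C, then compound for 1 h at 37 °C. Luminescence was read after 15 min at room temperature.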
D3 ag: qHTS of D3 Dopamine Receptor Agonist: qHTS. D3R DiscoveRx beta-arrestin cells, luminescence, 90 min. max activation, %. hit rate 0.58% among 410,000; in the data active means max activation above about 30%; further: 0% is about no effect; mostly tested at two doses, the higher about 12 µM
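Agonist mode: compounds and dopamine controls were applied to plated cells for 90 min at 37 degrees C after an overnight attachment at 1500 cells/well. Luminescent read-out followed 30 - 60 minutes at room temperature with DiscoveRx detection reagent.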
Numbers without * were called inactive; & = joins results of further samples; [ ] = dose if it differs, or a comment. Unless noted, the call rests on the fitted dose curve; in most records, active means well fitted curve in the direction sought with a large enough effect; inconclusive means small, poorly fitted or top-dose-only effect, or another doubt; inactive means no such curve, though single readings can be large; an effect the other way counts as inactive or inconclusive.

Results for Nc1ncnc2c1nc(N1CCCCC1)n2[C@@H]1O[C@H](CO)[C@@H](O)[C@H]1O ?
Akt phos inh: inactive; CCT chaperon mod: 0.1; EPAC2 agonist: -3.7%; EPAC2 antag: 0.0%; D3 antag: 12.3; Mm-Cpn inhibitor: -0.2%; PTHR1 ag: inactive; D3 ag: 7.6

How did COc1ccc(C2(C)NC(=O)N(CC(=O)NCC(=O)Nc3ccc(F)c(F)c3F)C2=O)cc1OC (centres undefined) do in these assays?
Akt phos inh: inactive; CCT chaperon mod: -0.7; EPAC2 agonist: -1.3%; EPAC2 antag: 14.1%; D3 antag: 5.4; Mm-Cpn inhibitor: 0.8%; PTHR1 ag: -9.7%; D3 ag: 8.3

How did CCCc1cc(=O)[nH]c(SCC(=O)Nc2ccc(C(=O)Nc3ccccc3OC)cc2)n1 do in these assays?
Akt phos inh: inactive; CCT chaperon mod: -5.0; EPAC2 agonist: -0.7%; EPAC2 antag: 4.4%; D3 antag: -8.2; Mm-Cpn inhibitor: 1.3%; PTHR1 ag: -19.1%; D3 ag: 0.5

What do the screens show for `CCOc1ccc(C(=O)NCCN2CCCC2)cc1`?
Akt phos inh: inactive; CCT chaperon mod: 1.8; EPAC2 agonist: -9.6%; EPAC2 antag: 12.0%[57.1 µM]; D3 antag: -58.4*; Mm-Cpn inhibitor: 0.3%; PTHR1 ag: inactive; D3 ag: -9.5

Results for O=C(CCc1nnc(C2CCCCC2)o1)N1CCN(C2CCCCC2)CC1 ?
Akt phos inh: inactive; CCT chaperon mod: -0.7; EPAC2 agonist: 4.1%; EPAC2 antag: 3.3%; D3 antag: 10.2; Mm-Cpn inhibitor: -1.5%; PTHR1 ag: -9.5%; D3 ag: -3.5

What do the screens show for `Cc1ccccc1NC(=S)N1CCCC1`?
Akt phos inh: inactive; CCT chaperon mod: 0.1; EPAC2 agonist: 2.2%; EPAC2 antag: 5.2%; D3 antag: 6.6; Mm-Cpn inhibitor: 0.0%; PTHR1 ag: inactive; D3 ag: 2.9

Results for CC(NC(=O)c1ccc(C#N)cc1)C1CC2CCC1C2 (centres undefined) ?
Akt phos inh: inactive; CCT chaperon mod: -0.9; EPAC2 agonist: 2.4%; EPAC2 antag: 6.5%; D3 antag: 4.2; Mm-Cpn inhibitor: 2.8%; PTHR1 ag: -23.9%; D3 ag: -4.2

How did CSc1ccc(Cn2c(C)c(C(=O)NCc3cccc(Cl)c3)sc2=O)cc1 do in these assays?
Akt phos inh: inactive; CCT chaperon mod: -0.4; EPAC2 agonist: 1.3%; EPAC2 antag: -14.9%; D3 antag: 2.5; PTHR1 ag: inactive; D3 ag: -3.1

How did CCCCN(C(=O)Nc1ccc(OCC)cc1)C1CCN(C(C)=O)CC1 do in these assays?
Akt phos inh: inactive; CCT chaperon mod: -2.4; EPAC2 agonist: -4.8%; EPAC2 antag: 7.1%; D3 antag: 11.5; Mm-Cpn inhibitor: -0.7%; PTHR1 ag: 7.6%; D3 ag: -8.2&-13.3

Results for Cc1ccc(S(=O)(=O)N2CCN(C(=O)Cc3c(F)cccc3Cl)CC2)cc1 ?
Akt phos inh: inactive; CCT chaperon mod: -2.6; EPAC2 agonist: 7.3%; EPAC2 antag: -3.5%; D3 antag: -8.4; Mm-Cpn inhibitor: 1.2%; PTHR1 ag: -5.0%; D3 ag: -16.6

How did NC(=O)c1cccc(Nc2nc(C(N)C3CCCCC3)cs2)n1 (centres undefined) do in these assays?
Akt phos inh: inactive; CCT chaperon mod: -1.9; EPAC2 agonist: 6.6%; EPAC2 antag: 8.1%; D3 antag: -6.5; PTHR1 ag: inactive; D3 ag: 1.6

How did O=C(NC1CCCCC1)C(c1ccc(F)cc1)N(Cc1ccco1)C(=O)Cn1nnc2ccccc21 (centres undefined) do in these assays?
Akt phos inh: inactive; CCT chaperon mod: -3.3; EPAC2 agonist: -9.6%; EPAC2 antag: 6.0%; D3 antag: 7.8; Mm-Cpn inhibitor: 0.0%; PTHR1 ag: 17.7%[57.5 µM]; D3 ag: 8.5

Results for CCCN(CC(=O)Nc1ccccc1OC)C(=O)Cn1[nH]c(=O)c2ccccc2c1=O ?
Akt phos inh: inactive; CCT chaperon mod: 0.8; EPAC2 agonist: 1.5%; EPAC2 antag: 14.5%; D3 antag: 3.1; Mm-Cpn inhibitor: 0.2%; PTHR1 ag: 4.8%; D3 ag: -13.1

Results for COc1ccc(NC(=O)CCCN2C(=O)CN(C)C2=O)cc1Cl ?
Akt phos inh: inactive; CCT chaperon mod: -0.1; EPAC2 agonist: -7.2%; EPAC2 antag: -9.7%; D3 antag: 10.0; Mm-Cpn inhibitor: -2.2%; PTHR1 ag: inactive; D3 ag: 0.1

How did O=C(NC1CC1)C1=C[C@@H](c2ccccc2)C[C@@H](OCCCCO)O1 do in these assays?
Akt phos inh: inactive; CCT chaperon mod: -0.8; EPAC2 agonist: 6.0%; EPAC2 antag: 4.3%; D3 antag: 6.3; PTHR1 ag: -6.6%; D3 ag: 2.0

How did CC1(NC(=O)COc2ccccc2-c2ccccc2)CCS(=O)(=O)C1 (centres undefined) do in these assays?
Akt phos inh: inactive; CCT chaperon mod: -3.0; EPAC2 agonist: 7.3%; EPAC2 antag: -0.7%; D3 antag: -3.6; Mm-Cpn inhibitor: -0.5%; PTHR1 ag: inactive; D3 ag: -11.2

What do the screens show for `COc1ccc(C(=O)c2c(C(F)(F)F)oc3c2C(=O)c2ccccc2C3=O)cc1`?
Akt phos inh: inactive; CCT chaperon mod: 0.1; EPAC2 agonist: 0.6%; EPAC2 antag: 4.0%; D3 antag: inconclusive; Mm-Cpn inhibitor: -2.0%; PTHR1 ag: -1.8%; D3 ag: -23.4

Results for COc1cc(C2N(c3ccccn3)C(=O)C3CCCN32)cc(OC)c1OC (centres undefined) ?
Akt phos inh: inactive; CCT chaperon mod: 2.0; EPAC2 agonist: 6.3%; EPAC2 antag: -0.4%; D3 antag: 8.7; Mm-Cpn inhibitor: 1.8%; PTHR1 ag: -7.5%[57.5 µM]; D3 ag: 0.2

How did CC(C)NC(=O)N(C)C[C@H]1Oc2ccc(NS(=O)(=O)c3ccc(F)cc3)cc2C(=O)N([C@H](C)CO)C[C@@H]1C do in these assays?
Akt phos inh: inactive; CCT chaperon mod: 1.5; EPAC2 agonist: 12.4%; EPAC2 antag: 1.0%; D3 antag: 11.8; Mm-Cpn inhibitor: -0.3%; PTHR1 ag: -13.7%; D3 ag: 5.0

How did CC(CN1CCOCC1)OC(=O)c1ccccc1Cl (centres undefined) do in these assays?
Akt phos inh: inactive; CCT chaperon mod: -2.8; EPAC2 agonist: 6.1%; EPAC2 antag: -4.4%; D3 antag: 6.7; Mm-Cpn inhibitor: 0.2%; PTHR1 ag: -18.4%; D3 ag: 1.7

What do the screens show for `O=C(Nc1cccnc1)Nc1cccc(F)c1`?
Akt phos inh: inactive; CCT chaperon mod: -0.1; EPAC2 agonist: -4.5%; EPAC2 antag: 5.3%; D3 antag: inconclusive; Mm-Cpn inhibitor: 0.3%; PTHR1 ag: -59.0%[inhibitor]; D3 ag: -0.5

Results for Cn1c(=O)c(/C(N)=N/OC(=O)c2ccccc2)cn(-c2ccccc2)c1=O ?
Akt phos inh: inactive; CCT chaperon mod: 1.0; EPAC2 agonist: 8.1%; EPAC2 antag: 2.5%; D3 antag: inconclusive; Mm-Cpn inhibitor: -2.0%; PTHR1 ag: 0.1%; D3 ag: 0.0

Results for Cc1c(N2C(=O)/C(=C3/C(=O)N(C)c4ccccc43)SC2=S)c(=O)n(-c2ccccc2)n1C ?
CCT chaperon mod: 0.9; EPAC2 agonist: -3.5%; EPAC2 antag: 6.0%; D3 antag: -12.7; Mm-Cpn inhibitor: -4.2%; PTHR1 ag: inactive; D3 ag: -0.1

How did COc1ccc(C2CC(c3ccccc3)=NN2C(=O)COC(=O)c2cccnc2Cl)cc1 (centres undefined) do in these assays?
Akt phos inh: inactive; CCT chaperon mod: -3.8; EPAC2 agonist: 13.1%; EPAC2 antag: -4.3%; D3 antag: -19.9; Mm-Cpn inhibitor: -16.7%; PTHR1 ag: inactive; D3 ag: 2.8

What do the screens show for `CCOC(=O)C1=C(CC)Nc2ccccc2N=C1NC(=O)CCNC(C)=O`?
Akt phos inh: inactive; CCT chaperon mod: -1.2; EPAC2 agonist: 6.7%; EPAC2 antag: -7.7%; D3 antag: -3.5; Mm-Cpn inhibitor: -2.0%; PTHR1 ag: inactive; D3 ag: -0.1

How did O=C(Nc1nccs1)C(F)(F)C(F)(F)C(F)(F)C(=O)Nc1nccs1 do in these assays?
Akt phos inh: inactive; CCT chaperon mod: 0.9; EPAC2 agonist: 2.1%; EPAC2 antag: -12.1%; D3 antag: 17.5; Mm-Cpn inhibitor: 0.7%; PTHR1 ag: inactive; D3 ag: 2.9

What do the screens show for `CCOC(=O)c1c(C)nc(-c2ccccc2)nc1N`?
Akt phos inh: inactive; CCT chaperon mod: 0.1; EPAC2 agonist: -7.1%; EPAC2 antag: 3.2%[57.1 µM]; D3 antag: 41.7; Mm-Cpn inhibitor: 0.2%; PTHR1 ag: -11.1%[57.5 µM]; D3 ag: 5.3

Results for CCNC1CCC(Nc2ccnc3cc(Cl)ccc23)CC1 (centres undefined) ?
Akt phos inh: inactive; CCT chaperon mod: -0.6; EPAC2 agonist: 11.4%; EPAC2 antag: 3.2%; D3 antag: 1.7; PTHR1 ag: -23.9%; D3 ag: -2.3

Results for CCOC(=O)c1c(C)oc2c(CC(=O)c3ccccc3)c(Cl)c(O)c(O)c12 ?
Akt phos inh: inactive; CCT chaperon mod: -1.0; EPAC2 agonist: 9.0%; EPAC2 antag: -7.4%; D3 antag: inconclusive; Mm-Cpn inhibitor: 0.5%; PTHR1 ag: -9.6%; D3 ag: -14.3

Not all compounds are listed; count on the stated rates, not on these rows.
